Compound activity as filed in PubChem BioAssay.
Large T inhibition – SV40 large T antigen inhibitors, biochemical (AID 1903); SV40 large T antigen ATPase/helicase inhibition assay; higher % means a stronger effect; inhibition, % at 20 µM; hits with a dose series show IC50 in µM; hit rate 0.39% among 310,000; in the data active = a potency from the dose series; note: strong numbers were not always called active
CSM14.1 death rescue – rescue of cells from ER stress-induced death, primary screen, 384-well, CSM14.1, thapsigargin, ATP luminescence (AID 1222). CSM14.1 thapsigargin-induced death rescue, ATP luminescence; higher % means a stronger effect. one-dose cellular ATP content (survival), % at 20 µM; EC50 in µM for titrated hits. 190,000 tested, under 10 active;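 active = EC50 below 50 µM in the dose-response confirmation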;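 note: death triggered by thapsigargin at about 15 µM added after 2 h compound pretreatment; cell ATP read after overnight thapsigargin exposure of roughly 18 to 22 hours; normalized against plate controls of thapsigargin alone and 5% DMSO vehicle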
XIAP antagonists – XIAP antagonists, biochemical, IAP family, fluorescence polarization (AID 1018); E3 ubiquitin-protein ligase XIAP (Homo sapiens); XIAP BIR domain, fluorescence polarization peptide displacement; higher % means a stronger effect; one-dose displacement, % at 20 µM; IC50 in µM for titrated hits; hit rate 0.007% among 200,000; in the data active = displacement above about 50%; note: a part of the inactive calls stands beside numbers as strong as those of hits
Yfh1-depleted yeast – enhancers of respiration in Yfh1-depleted yeast, dose response, Friedreich's ataxia, plus single-dose screen (AID 1465). S. cerevisiae Yfh1-off respiration, WST-1 reduction, 72 h; higher fold induction means a stronger effect. fold induction at 50 µM, or EC50 in µM where a hit was titrated. hit rate 0.074% among 220,000;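 active = fold induction of absorbance versus untreated yeast above a set limit, then at least 30% activation at any dose in follow-up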;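 note: activators that raise dye reduction in frataxin-depleted yeast; strong numbers were not always called active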
WT yeast gro inh – growth inhibition of WT strain, primary screen, mitochondrial fusion inhibitor project, WT and mutant strains, chemical genetic | mitochondrial fusion phenotypic screen | inhibition, % at 10 µM | hit rate 2.1% among 190,000 | AID 1362, 2008; in the data active = inhibition above about 58%; tested in S. cerevisiae
RSV CPE inhibition – RSV antiviral activity via CPE protection, HEp-2 cells, primary 10 µM value included (AID 2391) | HEp-2 cells, RSV-induced CPE inhibition; higher % means a stronger effect | CPE inhibition, % at 10 µM; hits with a dose series show IC50 in µM | hit rate 0.13% among 310,000; in the data active = a potency from the dose series; note: strong numbers were not always called active
West Nile virus CPE – West Nile virus antiviral activity, cell-based, CPE readout (AID 1621). West Nile virus-infected cells, CPE inhibition; higher % means a stronger effect. CPE inhibition, % at 10 µM; hits with a dose series show IC50 in µM. hit rate 0.02% among 290,000; in the data active = a potency from the dose series; note: strong numbers were not always called active
WT yeast gro inh mutant strain – further read-out of WT yeast gro inh, marked with its call; inhibition, %; mitochondrial fusion phenotypic screen, mutant strain inhibition
Starred values were filed as active, the others as inactive; i = inactive; . = not tested or not shown.

SMILES	Large T inhibition	CSM14.1 death rescue	XIAP antagonists	Yfh1-depleted yeast	WT yeast gro inh	RSV CPE inhibition	West Nile virus CPE	others
CCOc1cc(N2CCOCC2)c(OCC)cc1NC(=O)c1ccc(=O)n(Cc2ccccc2)n1	.	.	-4.9%	.	.	.	.
Cc1cccc(N2CCN(C(=O)c3cc4c(C)nc5ccccc5c4o3)CC2)c1C	.	.	.	.	67*	.	.	WT yeast gro inh mutant strain=7.9*
O=P(O)(CN1CCCCC1)C1CCCCC1O (centres undefined)	.	.	.	.	18	.	.	WT yeast gro inh mutant strain=-4
CC1CCN(Cc2nc3c(c(=O)n(C)c(=O)n3C)n2Cc2cccc3ccccc23)CC1	.	.	.	.	17	.	.	WT yeast gro inh mutant strain=13
COc1ccccc1C(=O)Nc1cc(-c2nn3c(C)nnc3s2)ccc1C	.	.	.	.	12	.	.	WT yeast gro inh mutant strain=3
CCc1cc2c(=O)c(-c3nc4ccccc4[nH]3)coc2c(CN2CCCC(C)C2)c1O (centres undefined)	.	.	.	.	11	.	.	WT yeast gro inh mutant strain=12
CSc1ccc(CN2CCC(O)CC2)cc1	.	.	.	.	16	.	.	WT yeast gro inh mutant strain=-1
CC(=O)c1ccc(N2CCN(C(=O)c3cc4c(=O)n(C)c5ccccc5c4n3C)CC2)cc1	.	.	.	.	-2	.	.	WT yeast gro inh mutant strain=5
CSc1nc(-c2ccccc2)nc2[nH]ccc(=O)c12	.	.	.	.	9	.	.	WT yeast gro inh mutant strain=-4
CCC(=O)N1CCc2cc(Br)cc(S(=O)(=O)NCCN3CCOCC3)c21	.	.	.	.	3	.	.	WT yeast gro inh mutant strain=0
CC1CCCN(Cc2nc3c(c(=O)n(C)c(=O)n3C)n2Cc2cccc3ccccc23)C1 (centres undefined)	.	.	.	.	0	.	.	WT yeast gro inh mutant strain=7
CC12CCC(C(=O)N3CCN(C(=O)C45CCC(C)(C(=O)O4)C5(C)C)CC3)(OC1=O)C2(C)C	.	.	.	.	6	.	.	WT yeast gro inh mutant strain=-3
O=C(O)C[C@@H]1C(=O)O[C@@H]2C(COC(=O)c3cc(O)c(O)c(O)c3)O[C@@H](OC(=O)c3cc(O)c(O)c(O)c3)[C@@H](OC(=O)c3cc(O)c(O)c4c3[C@H]1[C@H](O)C(=O)O4)[C@H]2OC(=O)c1cc(O)c(O)c(O)c1 (some centres undefined)	.	.	.	i	.	.	.
CSc1c(CN2CCN(C)CC2)c2ccccc2n1C	4%	.	.	.	.	.	.
Cc1nc(-c2ccccc2)nn1-c1ccc([N+](=O)[O-])cc1	7%	.	.	.	.	.	.
CC1(CCCN2C(=O)c3ccccc3C2=O)OCCO1	0%	.	.	.	.	.	.
CN(C)Cc1ccccc1CCc1ccccc1	26%	.	.	.	.	.	.
Cn1c(=O)c(C(=O)c2ccccc2)c(O)c2ccccc21	12%	.	.	.	.	.	.
CC(C)N1CCN(C(=O)c2ccc([N+](=O)[O-])cc2)CC1	-3%	.	.	.	.	.	.
O=[N+]([O-])CC(c1ccccc1)c1c[nH]c2ccccc12 (centres undefined)	2%	.	.	.	.	.	.
C/C(=N\n1c(C)nc2ccccc2c1=O)c1ccc(N)cc1	12%	.	.	.	.	.	.
CCOc1ccc(NC(=O)C2CC3CCC2C3)cc1 (centres undefined)	7%	.	.	.	.	.	.
COc1cc(/C=C2\C(=O)ON=C2c2ccc(Cl)cc2)ccc1O	15µM*	.	.	.	.	.	.
O=C(Nc1nccs1)OCc1ccccc1	12%	.	.	.	.	.	.
O=C(NCCCc1ccccc1)C1CC1	7%	.	.	.	.	.	.

Structures above that contain a nitro group on carbon, in the order listed:
SMILES	Large T inhibition	CSM14.1 death rescue	XIAP antagonists	Yfh1-depleted yeast	WT yeast gro inh	RSV CPE inhibition	West Nile virus CPE	others
Cc1nc(-c2ccccc2)nn1-c1ccc([N+](=O)[O-])cc1	7%	.	.	.	.	.	.
CC(C)N1CCN(C(=O)c2ccc([N+](=O)[O-])cc2)CC1	-3%	.	.	.	.	.	.
O=[N+]([O-])CC(c1ccccc1)c1c[nH]c2ccccc12 (centres undefined)	2%	.	.	.	.	.	.

The listing picks up, repeating the three entries before the break.
SMILES	Large T inhibition	CSM14.1 death rescue	XIAP antagonists	Yfh1-depleted yeast	WT yeast gro inh	RSV CPE inhibition	West Nile virus CPE	others
COc1cc(/C=C2\C(=O)ON=C2c2ccc(Cl)cc2)ccc1O	15µM*	.	.	.	.	.	.
O=C(Nc1nccs1)OCc1ccccc1	12%	.	.	.	.	.	.
O=C(NCCCc1ccccc1)C1CC1	7%	.	.	.	.	.	.
Nc1ncc([N+](=O)[O-])cc1S(=O)(=O)c1ccccc1	11%	.	.	.	.	.	.
COc1ccc(/C(C)=N/Nc2nc(C)cc(-c3ccccc3)n2)cc1	14%	.	.	.	.	.	.
Cc1ccc(CNC(=O)c2cccnc2)cc1	20%	.	.	.	.	.	.
O=C(NCC1CCCO1)c1ccc(NC(=O)c2ccc(Br)cc2)cc1 (centres undefined)	12%	.	.	.	.	.	.
COc1ccc([N+](=O)[O-])cc1C(=O)NC1CCN(Cc2ccccc2)CC1	23%	.	.	.	.	.	.
O=C1c2oc3ccc(Cl)cc3c(=O)c2C(c2cccnc2)N1Cc1ccco1 (centres undefined)	.	-0.9%	-0.8%	.	.	.	.
O=c1[nH]c(CSc2nnc(-c3ccco3)n2-c2ccccc2)nc2sc3c(c12)CCC3	.	3.5%	-5.6%	.	.	.	.
Cc1cc(N2CCN(C(=O)c3ccco3)CC2)n2nc(C)c(-c3ccc(Cl)cc3)c2n1	.	0.2%	-5.9%	.	.	.	.
Cc1ccc(C)c(N(CC(=O)NC2CCCCC2)C(=O)CCC(=O)Nc2ccccn2)c1	.	-4.9%	-0.9%	.	.	.	.
Cc1cc2nc(NC3=NCN(Cc4ccc5c(c4)OCO5)CN3)nc(C)c2cc1C	.	-1.3%	-2.3%	.	.	.	.
Cc1ccc2cc(C(c3nnnn3C(C)(C)C)N3CCCC3)c(=O)[nH]c2c1C (centres undefined)	.	-1.3%	-19%	.	.	.	.
COc1ccc(C(=O)Cn2c(N3CCOCC3)nc3c2c(=O)n(C)c(=O)n3C)cc1	.	-0.5%	-2.5%	.	.	.	.
CCN1CCN(C(=O)c2cc3c(=O)n4ccccc4nc3n2Cc2ccccc2)CC1	.	-1.9%	-5.4%	.	.	.	.
Cc1c(-c2ccccc2)oc2nc3c(c(=O)n(C)c(=O)n3C)n12	.	-4.4%	-2.0%	.	.	.	.
Cc1cccn2c(=O)c3cc(C(=O)NCCN4CCOCC4)n(Cc4ccccc4)c3nc12	.	-0.8%	2.0%	.	.	.	.
Cc1ccc(-n2ncc3c2ncn2c(-c4ccncc4)nnc32)cc1	.	0.2%	-7.8%	.	.	.	.
O=c1[nH]c(CN2CCC(c3nc4ccccc4s3)CC2)nc2sc3c(c12)CCC3	.	3.2%	-2.6%	.	.	.	.
COC(=O)CSc1nnc2c(C)cc3cc4c(cc3n12)OCCO4	.	1.1%	-3.7%	.	.	.	.
COc1cc(-c2nn3c(-c4ccco4)nnc3s2)cc(OC)c1OC	.	0.1%	-2.0%	.	.	.	.
CCOc1cc(NC(=O)c2cnccn2)c(OCC)cc1NC(=O)c1ccc(OC)cc1	.	-2.8%	-1.0%	.	.	.	.
COC(=O)c1ccccc1NC(=O)CN1CCC(n2nnc3cc(C)ccc32)CC1	.	-1.0%	-12%	.	.	.	.
CCOC(=O)Cn1nnnc1C(CC)N(Cc1cc2c(C)cc(C)cc2[nH]c1=O)C1CCCC1 (centres undefined)	.	0.5%	-4.1%	.	.	.	.
Cc1sc2nc(C(C)Sc3nnc(C)n3-c3ccccc3)[nH]c(=O)c2c1C (centres undefined)	.	-3.5%	-5.3%	.	.	.	.
COc1nc(-c2ccccc2)ccc1-c1noc(-c2ccc(F)cc2)n1	.	-0.5%	-4.1%	.	.	.	.
O=C(Nc1nc2cc3c(cc2s1)OCCO3)c1cccc(S(=O)(=O)N2CCOCC2)c1	.	2.6%	-5.5%	.	.	.	.
Additional compounds.
SMILES	Large T inhibition	CSM14.1 death rescue	XIAP antagonists	Yfh1-depleted yeast	WT yeast gro inh	RSV CPE inhibition	West Nile virus CPE	others
Cn1c(=O)n(CCN2CCOCC2)c(=O)c2c1nc1n2CCCN1c1ccccc1	.	-2.8%	-6.3%	.	.	.	.
COc1ccc(Cn2c3nc4ccccc4nc3c3c(=O)n(Cc4ccco4)cnc32)cc1	.	-4.3%	-15%	.	.	.	.
Cc1ccc2c(c1)-n1c(nc3cc(F)ccc3c1=O)C(Cc1ccccc1)NC2=O (centres undefined)	.	.	.	.	.	-0.6%	.
CC1(C)O[C@@H]2[C@H](O1)[C@@H](COS(=O)(=O)O)O[C@H]2n1cnc2c(N)ncnc21	.	.	.	.	.	0.4%	.
O=C1c2ccccc2C(=O)C1(O)O	.	.	.	.	.	0.3%	.
CC(C)[C@@]1(c2ccccc2)ON(c2ccccc2C(F)(F)F)C1=O	.	.	.	.	.	12%	.
Cc1ccc2nc3n(c(=O)c2c1)-c1ccccc1C(=O)NC3Cc1ccccc1 (centres undefined)	.	.	.	.	.	-0.2%	.
O=C(NCc1ccccc1Br)c1cccc2c1C(=O)c1ccc(N3CCOCC3)cc1S2(=O)=O	.	.	.	.	.	1.0%	.
Cn1c2ccc(F)cc2c2nnc(NN)nc21	.	.	.	i	.	.	-0.1%
C#CCOCCOCCOCCNc1nc(N2CCN(C(=O)[C@H]([C@@H](C)CC)n3cc([C@@H](N)CC(C)C)nn3)CC2)nc(N2CCN(C(=O)[C@H](Cc3cc4ccccc4[nH]3)n3cc([C@@H](N)C(C)CC)nn3)CC2)n1 (some centres undefined)	.	.	.	i	.	.	0.4%
O=C1CC(=O)c2c1cccc2[N+](=O)[O-]	.	.	.	i	.	.	-0.1%
CCCCCCN(C(=O)CCCCCN1C(=O)NC(c2ccc(-c3ccccc3)cc2)C(C(=O)OCc2ccccc2)=C1C)C(C(=O)NCCCC)c1ccccn1 (centres undefined)	.	.	.	i	.	.	-0.4%
N#Cc1ccc(C23CC4(C2)[C@H](CN(Cc2ccc(C(F)(F)F)cc2)[C@@H]4c2ccccc2)C3c2ccc(Cl)nc2)cc1 (some centres undefined)	.	.	.	i	.	.	-0.4%
CCCCCCN(C(=O)CCCCCN1C(=O)NC(c2ccc(-c3ccccc3)cc2)C(C(=O)OCc2ccccc2)=C1C)C(C(=O)NCCCC)c1ccc(O)c(C(=O)OC)c1 (centres undefined)	.	.	.	i	.	.	-0.8%
Cc1c(S(=O)(=O)c2ccccn2)c(N)n(Cc2cccc(Cl)c2)c1C	.	.	.	i	.	.	0.1%
CN=C1S/C(=C\c2cn(C(C)=O)nc2-c2ccccc2)C(=O)N1C	.	.	.	i	.	.	0.5%
CC1(OC(=O)C2CCCC2)C(=O)C=C2C=C(c3ccsc3)N(CCN3CCOCC3)C=C2C1=O (centres undefined)	.	.	.	i	.	.	0.1%
Cc1c2oc3c(C)ccc(C(=O)N[C@@H]4C(=O)N[C@H](C(C)C)C(=O)N5CCC[C@H]5C(=O)N(C)CC(=O)N(C)[C@@H](C(C)C)C(=O)O[C@@H]4C)c3nc-2c(C(=O)N[C@@H]2C(=O)N[C@H](C(C)C)C(=O)N3CCC[C@H]3C(=O)N(C)CC(=O)N(C)[C@@H](C(C)C)C(=O)O[C@@H]2C)c(N)c1=O	.	.	.	i	.	.	0.6%
CC[C@@H]1CC=C[C@H]2[C@H]1C(=O)N(Cc1ccccc1)[C@H]2c1cc(C)ccc1F	.	.	.	i	.	.	0.9%

Not all compounds are listed. The share of hits here may be higher or lower than overall.
